Screens as filed in PubChem.
5-HT1A blocker: human 5-HT1a receptor antagonists, primary screen, cell-based, CHO, Ga15 NFAT-bla reporter. inhibition, % at 10 µM. hit rate 0.68% among 62,000. AID 612, 2007. CHO 5-HT1a Ga15 NFAT-bla reporter, antagonist mode;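 active = inhibition above the mean of all tested compounds plus 3 SD, cut at about 43% in these data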;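 also: receptor stimulated by 5-CT agonist at 100 nM near EC80; beta-lactamase reporter measured by ratiometric fluorescence of a cleavable substrate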
S1P3 agonist: human S1P3 receptor agonists, primary screen, cell-based, primary and confirmation, NFAT-BLA reporter. hit rate 0.1% among 60,000. S1P3 NFAT-BLA reporter cells, agonism, FRET ratio; relative to 1 µM S1P, basal subtracted. activation, % at 4.5 µM. Sphingosine 1-phosphate receptor 3 (Homo sapiens), Q99500;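 active = activation above the screen-wide mean plus 3 SD, cut at about 4.5% in these data, passing the limit was not always enough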; also: some compounds called inactive have numbers as strong as hits
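Material: Human S1P3 NFAT-BLA reporter CHO cells | Incubation: Overnight plating, 4 h compound 37 °C, 2 h substrate RT | Signal: FRET β-lactamase substrate fluorescence, excitation 405 nm, 460/535 nm emission ratio, background-subtracted | Compound: 4.5 µM final, single dose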
M1 agonist: M1 muscarinic receptor agonists, primary screen, CHO-M1 cells, Fluo-4 calcium, agonist mode | Muscarinic acetylcholine receptor M1 | Fluo-4 calcium fluorescence; active compounds read high | B-score at 10 µM | hit rate 3% among 64,000;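 active = fluorescence rise, raw or as B-score row- and column-corrected plate score, outside the 99.7% band of its plate's samples, either direction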
Jurkat tox 60K: cytotoxicity toward Jurkat T cells, primary screen, cytotoxicity control, cell-based, Jurkat E6.1, 60K MLSMR library; Jurkat E6.1 viability, ATP luminescence, 48 h; hit rate 1.2% among 56,000; inhibition, % at 4 µM; AID 463, 2006;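 active = inhibition above the mean inhibition of all tested compounds plus 3 SD, cut at about 28% in these data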
M1 antagonist: antagonists of rat M1 muscarinic receptor | hit rate 3.4% among 64,000 | B-score at 10 µM | Muscarinic acetylcholine receptor M1 (Rattus norvegicus), P08482 | CHO-M1 cells, Fluo-4 calcium, ACh EC80 antagonist mode; active compounds read low;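 active = calcium fluorescence response, raw or row-and-column corrected B-score, differing from the plate sample mean either way at a set confidence level, mostly lower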
S1P1 ag-PAM: S1P1 agonists and agonism potentiators, primary screen, cell-based, primary and confirmation screens, CRE-bla reporter. S1P1 CRE-bla cells, forskolin, beta-lactamase FRET, potentiator mode; S1P1 agonist co-added at EC20, 2 nM; 100% = saturating reference agonist, 0% = basal. activation, % at 9.5 µM. hit rate 0.57% among 56,000. AID 449, 2006;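 active = activation above a cutoff set at the mean activation of all tested compounds plus 3 SD, cut at about 54% in these data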;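 also: forskolin at 4 µM as EC80 and the EC20 agonist is SEW2871; 100% = SEW2871 at its EC100 plus forskolin at EC80; some compounds past the cut are filed as inactive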
Target sequence (P21453 whole entry, looked up): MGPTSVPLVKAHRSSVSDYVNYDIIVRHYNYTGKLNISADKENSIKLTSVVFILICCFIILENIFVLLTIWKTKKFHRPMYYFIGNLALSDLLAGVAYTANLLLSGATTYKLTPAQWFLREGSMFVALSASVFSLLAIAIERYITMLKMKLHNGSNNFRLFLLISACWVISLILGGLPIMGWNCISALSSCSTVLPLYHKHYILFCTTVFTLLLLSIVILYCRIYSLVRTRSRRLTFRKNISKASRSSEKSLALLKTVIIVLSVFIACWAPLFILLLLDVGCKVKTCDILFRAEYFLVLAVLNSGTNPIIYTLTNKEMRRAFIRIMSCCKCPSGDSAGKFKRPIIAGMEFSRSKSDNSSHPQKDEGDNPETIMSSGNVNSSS
5HT1E ag: 5-HT1E receptor agonists, primary screen, cell-based, HTS | 5-hydroxytryptamine receptor 1E (Homo sapiens), P28566 | CHO 5-HT1E Ga15 NFAT-bla reporter, FRET; 0% DMSO wells, 100% control agonist wells | activation, % at 6 µM | hit rate 0.69% among 65,000;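 active = activation above a set limit, the screen-wide mean activation plus 3 SD, cut at about 8.5% in these data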;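 also: 100% = positive control agonist at 1 µM giving full maximal response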
Target sequence (P28566 whole entry, looked up): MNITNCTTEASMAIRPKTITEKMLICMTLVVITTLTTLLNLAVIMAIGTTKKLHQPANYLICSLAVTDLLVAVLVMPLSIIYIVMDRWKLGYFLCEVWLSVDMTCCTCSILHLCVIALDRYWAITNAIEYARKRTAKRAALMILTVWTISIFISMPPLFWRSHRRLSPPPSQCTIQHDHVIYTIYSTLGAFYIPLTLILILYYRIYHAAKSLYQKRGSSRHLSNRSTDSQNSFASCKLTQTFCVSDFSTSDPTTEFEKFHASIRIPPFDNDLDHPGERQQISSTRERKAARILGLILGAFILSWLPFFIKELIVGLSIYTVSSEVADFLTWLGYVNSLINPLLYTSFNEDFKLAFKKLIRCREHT
HTR1E antagonist: 5-HT1E receptor antagonists, primary screen, cell-based, HTS. 5-hydroxytryptamine receptor 1E (Homo sapiens), P28566. CHO 5-HT1E Ga15 NFAT-bla reporter, FRET, antagonist. inhibition, % at 6 µM. hit rate 0.99% among 65,000. AID 571, 2007;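 active = inhibition above a set limit, the mean inhibition across every tested compound plus 3 SD, cut at about 29% in these data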;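 also: signal is the 460 over 535 nm emission ratio of beta-lactamase substrate; 0% = agonist plus DMSO wells and 100% = wells without agonist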
HTR1A agonist: human 5-HT1a receptor agonists, primary screen, cell-based, CHO, Ga15 NFAT-bla reporter | 5-hydroxytryptamine receptor 1A (Homo sapiens), P08908 | CHO 5-HT1a Ga15 NFAT-bla reporter, FRET ratio; 0% basal, 100% maximal reference agonist | activation, % at 10 µM | hit rate 0.56% among 65,000 | AID 567, 2006;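 active = activation above the screen-wide mean activation plus 3 SD, cut at about 19% in these data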;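 also: 0% = DMSO wells and 100% = 5-CT at EC100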
Active calls of the source: *; x = no result given.

SMILES	5-HT1A blocker	S1P3 agonist	M1 agonist	Jurkat tox 60K	M1 antagonist	S1P1 ag-PAM	5HT1E ag	HTR1E antagonist	HTR1A agonist
CCCCN(C(=O)CNC(=O)c1ccco1)C(C(=O)NC1CCCCC1)c1ccc(OC)cc1OC (configuration not stated)	4	-0.5	0.14	1	0.16	-1	-0.4	0	-1.8
CCC1CCCCN1C(=O)C1CC(c2cc(Cl)c(OC)cc2OC)=NO1 (configuration not stated)	1	-0.4	-0.6	-11	-0.61	x	0.1	-1	0.9
Cc1cc(C)cc(OCCCC(=O)O)c1	4	0.1	-0.44	10	0.9	-6	-1.1	1	11
COc1ccc(-n2c(COc3cccc(C)c3)nnc2SCC(=O)NCc2ccco2)cc1	9	-0.6	1.2	-1	-0.035	-15	1.3	-8	0.9
Cc1ccc(NC(=O)CSc2nnc(Cn3cnc4ccccc43)o2)cc1	4	-0.7	-0.071	2	-0.72	-8	-0.6	-2	-2.1
Cc1c(NC(=O)c2ccc3c(c2)OCO3)cccc1-c1nc2ncccc2o1	7	-1.6	0.032	-2	0.56	-9	0.2	-9	-0.9
c1ccc(-n2c(Sc3cnccn3)nnc2-c2cccs2)cc1	1	-0.3	0.7	4	-0.21	10	-0.7	-4	2.4
O=C(C1CCCO1)N(Cc1ccccc1)c1ccccc1 (configuration not stated)	-2	-0.7	0.63	3	-0.4	-2	-1.3	-3	-0.4
CCOC(=O)N1CCN(C(=O)CSc2nnc(Cn3c(=O)sc4ccccc43)n2C)CC1	-5	-0.6	-1.1	2	0.043	3	0.0	-9	-1.8
COc1ccc(NC(=O)C2CCCN2S(=O)(=O)c2ccc3c(c2)CCC(=O)N3)cc1 (configuration not stated)	1	-0.2	0.11	1	0.72	-15	0.1	7	-3.2
CS(=O)(=O)N1CCC(C(=O)Nc2ccc(F)cc2F)CC1	-11	-0.6	-0.85	-1	1.3	10	4.3	1	-1.4
O=C(CSc1nnc(-c2ccccc2Br)o1)N1CCN(C(=O)c2ccco2)CC1	-3	-0.5	1.7	3	0.36	12	0.0	3	-0.4
CCOC(=O)Cn1c(=O)n(Cc2ccco2)c(=O)c2ccc(C(=O)NCCc3ccccc3)cc21	-4	-0.8	1.8	-3	-1.2	22	-0.4	2	-1.7
O=S(=O)(c1cccs1)n1cccn1	-7	-0.2	-0.81	4	-1.1	-28	0.7	-9	-2.1
Nc1sc2c(c1C(=O)NC1CCS(=O)(=O)C1)CCCC2 (configuration not stated)	-4	-0.9	-1.5	0	0.33	-29	0.8	-9	1.5
CCOc1ccc(N2CC(C(=O)NCCC3=CCCCC3)CC2=O)cc1 (configuration not stated)	11	-0.6	-0.12	3	0.036	-18	-1.5	-3	-0.4
c1ccc(OCCSc2nnc3sc4ccccc4n23)cc1	1	-0.5	-0.49	3	-0.55	-20	0.2	6	-0.2
CCc1nc(SCc2cc(Cl)ccc2OC)n[nH]1	-11	-0.6	-0.02	0	0.86	-1	0.0	-2	-1.4
c1ccc(Cn2ccnc2-c2ccco2)cc1	4	-1.0	0.63	6	-0.51	-8	0.1	3	-2.8
CCC1(C)Cc2c(sc3c2c(=O)n(C)c2nnc(SCC(=O)c4ccccc4)n32)CO1 (configuration not stated)	-16	-0.6	-0.21	0	-2.3	-18	0.8	-5	-1.9
Cc1c(C(=O)NCc2cccnc2)oc2ccc(S(=O)(=O)N3CCCCC3)cc12	-9	-0.6	2.1	18	-0.36	-9	0.1	6	-0.6
CC1CN(C(=O)c2ccc3c(c2)OCO3)OC(c2ccccc2)O1 (configuration not stated)	10	-1.0	0.16	-7	0.26	-19	-0.8	0	-4.6
O=C1CC(c2ccco2)Cc2nc(NCC3CCCO3)ncc21 (configuration not stated)	-6	-1.0	-0.14	0	1.1	-12	-0.6	-5	-0.3
COc1ccc(N2CCN(C(c3cccs3)c3nnnn3C3CCCC3)CC2)cc1 (configuration not stated)	27	-0.9	-0.16	12	0.17	26	-1.0	28	-2.4
CCOC(=O)N1CCC(NC(=O)CC(NS(=O)(=O)c2ccc(Cl)cc2)c2ccco2)CC1 (configuration not stated)	-16	0.3	x	-1	x	2	1.0	-3	29*
COc1ccc(OC)c2c1sc(=NC(=O)CN1C(=O)CCC1=O)n2C	-13	-2.3	0.078	1	0.29	-16	0.0	6	3.6
CCCC(c1nnnn1C1CCCCC1)N1CCN(C2CCCC2)CC1 (configuration not stated)	23	-0.7	0.033	5	-0.5	6	0.2	6	-1.7
COc1ccc(OC)c(C(c2nnnn2CCc2ccccc2)N2CCN(c3ccccc3)CC2)c1 (configuration not stated)	37	-0.4	-1.2	-1	-0.089	-32	0.3	2	0.4
O=S(=O)(c1cccs1)N1CCN(CC(O)COc2cc(Cl)ccc2Cl)CC1 (configuration not stated)	-4	-1.1	3	25	-1.5	66*	0.1	8	-0.9
Cc1cc(C)n(-c2ccc(C(=O)NCc3cccs3)cc2)n1	-1	-0.2	1	-3	-0.019	-9	-1.2	0	-1.7
O=c1[nH]c(CN2CCN(Cc3ccc4c(c3)OCO4)CC2)nc2ccccc12	-7	-0.8	-0.035	2	-0.39	4	0.7	5	0.6
O=C(Nc1c(C(=O)O)[nH]c2ccccc12)NC1CCCCC1	10	0.5	-0.15	-8	0.48	-6	0.6	-4	-4.5
Cc1cc(C)n(CC(O)COc2cccc(OCC(O)Cn3nc(C)cc3C)c2)n1 (configuration not stated)	-12	-2.0	-0.29	1	0.14	3	0.4	-17	-1.2
O=C(NC1CCN(Cc2nnnn2CCc2ccccc2)CC1)c1ccccc1F	-14	0.2	0.31	-7	-0.55	-44	0.0	-1	-3.1
CCCS(=O)(=O)N1CCC(C(=O)N2CCC(Cc3ccccc3)CC2)CC1	0	-1.3	0.31	2	-0.42	1	-0.2	19	-1.4
CN(Cc1ccccc1)S(=O)(=O)c1ccc(S(=O)(=O)N2CCN(CCC#N)CC2)cc1	2	0.2	0.82	-10	-1.3	-30	0.3	-8	-0.1
CCOC(=O)C1CCN(C(=O)CN2C(=O)C(CC)Oc3ccccc32)CC1 (configuration not stated)	-11	-0.2	-0.74	-6	0.4	1	0.3	0	-1.3
CC(=O)CC(=O)NC1C2CC3CC(C2)CC1C3 (configuration not stated)	4	-1.6	0.6	2	-0.86	2	-0.3	14	-2.1
CN(C)C(=O)c1ccc(Oc2ccc(C(=O)N(C)C)cc2)cc1	5	0.1	0.48	-1	0.085	3	-0.5	0	-4.6
O=C(Cn1nnc(-c2ccccc2Cl)n1)N1CCN(S(=O)(=O)c2ccc(Cl)cc2)CC1	-4	-1.1	-0.048	2	-0.022	9	-0.8	8	-3.1

Part of the list above, reduced to M1 agonist, S1P1 ag-PAM and HTR1A agonist:
Structure,M1 agonist,S1P1 ag-PAM,HTR1A agonist
COc1ccc(-n2c(COc3cccc(C)c3)nnc2SCC(=O)NCc2ccco2)cc1,1.2,-15,0.9
CCCS(=O)(=O)N1CCC(C(=O)N2CCC(Cc3ccccc3)CC2)CC1,0.31,1,-1.4
c1ccc(OCCSc2nnc3sc4ccccc4n23)cc1,-0.49,-20,-0.2

Record cards, from the list above.
Cc1cc(C)n(-c2ccc(C(=O)NCc3cccs3)cc2)n1 as listed: 5-HT1A blocker = -1; S1P3 agonist = -0.2; M1 agonist = 1; Jurkat tox 60K = -3; M1 antagonist = -0.019; S1P1 ag-PAM = -9; 5HT1E ag = -1.2; HTR1E antagonist = 0; HTR1A agonist = -1.7
CS(=O)(=O)N1CCC(C(=O)Nc2ccc(F)cc2F)CC1 as listed: 5-HT1A blocker = -11; S1P3 agonist = -0.6; M1 agonist = -0.85; Jurkat tox 60K = -1; M1 antagonist = 1.3; S1P1 ag-PAM = 10; 5HT1E ag = 4.3; HTR1E antagonist = 1; HTR1A agonist = -1.4

(listing goes on)
SMILES	5-HT1A blocker	S1P3 agonist	M1 agonist	Jurkat tox 60K	M1 antagonist	S1P1 ag-PAM	5HT1E ag	HTR1E antagonist	HTR1A agonist
O=C1C=C(NCC2CCCO2)C2(CCCCC2)O1 (configuration not stated)	-1	-0.2	x	-7	x	-12	-0.1	-2	-4.3
CC1CC(C)CN(S(=O)(=O)c2ccc3c(c2)oc(=O)n3CC(=O)N2CCOCC2)C1 (configuration not stated)	-1	-1.0	-0.11	-8	0.4	-18	-0.8	7	-0.2
Cc1nn(C)cc1CNC(=O)c1cc2n(n1)C(C(F)(F)F)CC(c1cccs1)N2 (configuration not stated)	0	0.0	x	9	x	13	0.1	11	-0.8
CCOC(=O)c1sc(NC(=O)CCN2CCOCC2)c(C(=O)OCC)c1C	-4	-0.8	-0.25	2	2.1	-6	-0.8	3	-1.8
Cc1ccccc1Cn1ccc(NC(=O)CCSc2nc(-c3ccco3)cc(C(F)(F)F)n2)n1	-4	-0.5	0.83	-4	0.05	x	0.6	-3	1.2
COc1cccc(N2CCN(Cc3nc(N)nc(N4CCCc5ccccc54)n3)CC2)c1	-5	-0.2	1.2	4	0.52	-12	0.7	-5	3.0
COc1cc2c(cc1OC)CN(C(=O)CCCN1C(=O)c3ccccc3C1=O)CC2	-3	-1.8	0.12	-9	-0.39	-80	0.9	3	-5.1
O=C1CCCC2=C1C(c1cccc(Br)c1)n1nc(-c3ccco3)nc1N2 (configuration not stated)	-4	-0.3	-0.67	-16	0.77	1	-0.2	7	-2.2
O=S(=O)(Nc1nccs1)c1ccc(NS(=O)(=O)c2cccs2)cc1	-4	-0.9	-0.15	4	-0.26	5	-1.3	9	1.7
O=c1c2[nH]c3ccccc3c2ncn1CCN1CCCCC1	8	-0.4	-0.16	-2	-1.2	-10	1.1	-2	-3.6
C1CCN=C(Nc2nn[nH]n2)CC1	0	-0.7	0.95	-5	-0.65	7	0.0	4	-3.4
CCOC(=O)C1CCN(Cc2cn[nH]c2-c2ccc(C)cc2)CC1	-31	-0.4	-0.16	6	-0.14	-59	2.0	-5	5.0
COc1ccc2nc(C)cc(N3CCOCC3)c2c1	-2	-0.8	-0.0039	-2	1.3	x	-1.0	-4	-0.8
Cc1ccc(-c2cn3nc(C)c(C)nc3n2)cc1	-8	0.6	11*	8	0.4	-6	2.4	12	5.2
O=C(c1ccc(S(=O)(=O)N2CCCCC2)cc1)N1CCN(c2ccccc2)CC1	3	0.1	0.5	-2	-1.1	-3	-0.4	4	0.6
